High-throughput results: PubChem, Sanford-Burnham Center for Chemical Genomics
hIAP activ – increases human intestinal alkaline phosphatase activity. activation factor at 10 µM. purified human IAP, CDP-Star luminescence, 30 min; stronger effect = higher value; 1 = vehicle-only enzyme, 0 = enzyme-free background. P09923. hit rate 0.16% among 330,000. AID 2524;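 active = activation factor of the enzyme at least 2-fold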; note: the source names both 10 and 20 µM as test concentration; values of inactives mirror those of a sister screen read the other way
Target sequence (P09923 whole entry, looked up): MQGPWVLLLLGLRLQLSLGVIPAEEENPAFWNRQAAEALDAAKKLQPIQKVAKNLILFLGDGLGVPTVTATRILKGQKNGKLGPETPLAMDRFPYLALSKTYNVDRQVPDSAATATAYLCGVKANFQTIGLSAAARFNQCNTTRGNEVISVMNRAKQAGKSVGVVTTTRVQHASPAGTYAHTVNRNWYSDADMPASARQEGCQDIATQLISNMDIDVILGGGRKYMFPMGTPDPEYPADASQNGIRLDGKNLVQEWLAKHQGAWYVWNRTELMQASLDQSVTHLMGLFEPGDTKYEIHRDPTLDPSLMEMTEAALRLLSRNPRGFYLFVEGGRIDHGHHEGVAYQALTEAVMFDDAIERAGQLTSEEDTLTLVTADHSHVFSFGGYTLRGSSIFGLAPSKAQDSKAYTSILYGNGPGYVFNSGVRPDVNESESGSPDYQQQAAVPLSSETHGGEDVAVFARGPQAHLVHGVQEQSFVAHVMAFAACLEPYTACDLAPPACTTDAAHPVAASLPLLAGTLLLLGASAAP
A3A deaminase – blocks human APOBEC3A ssDNA deamination; AID 493011; recombinant A3A, FAM/TAMRA ssDNA deamination fluorescence; P31941; inhibition, % at 20 µM; hit rate 0.41% among 330,000;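 active = at least 40% inhibition at 20 µM here, with at most 30% in a related deaminase screen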;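 note: plate controls were A3A with DMSO for no effect and wells lacking A3A enzyme for full effect; some results filed as inactive read as strong as hits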
Target sequence (P31941 whole entry, looked up): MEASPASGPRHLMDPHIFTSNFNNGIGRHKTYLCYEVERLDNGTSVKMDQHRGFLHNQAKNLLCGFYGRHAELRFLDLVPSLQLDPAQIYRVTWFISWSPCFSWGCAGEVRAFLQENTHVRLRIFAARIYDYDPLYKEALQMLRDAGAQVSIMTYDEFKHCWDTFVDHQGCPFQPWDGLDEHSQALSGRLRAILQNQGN
GRIN3A LBD mod – modulates the human NR3A ligand-binding domain. NR3A LBD differential scanning fluorimetry, Tm shift; 0% = protein alone, 100% = glycine-bound protein. AID 1259313. hit rate 2.5% among 340,000. Tm shift relative to glycine control, % at 25 µM;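 active = melting temperature shift of at least 10% of the positive control shift, at one fixed dose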
MPTP inh – inhibitors of mitochondrial permeability transition pore; hit rate 1.4% among 360,000; inhibition, % at 10 µM; isolated mouse mitochondria, Ca2+ swelling absorbance, 30 min;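 active = inhibition of 50% or more, scaled per plate between neutral and stimulator controls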;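 note: 0% = DMSO wells given calcium and 100% = 1 mM EGTA wells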
hIAP block – human IAP inhibition; P09923; purified IAP, CDP-Star luminescence, 30 min; inhibition, % at 10 µM; hit rate 0.12% among 330,000; AID 2544;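 active = inhibition reaching a set limit with compound at 10 µM in the primary screen, cut at about 35% in these data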;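 note: plate controls were DMSO wells with enzyme for no effect and no-enzyme buffer wells for full effect; values of inactives mirror those of a sister screen read the other way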
A3G deaminase – APOBEC3G (human) deaminase inhibition. recombinant A3G, ssDNA deamination FAM/TAMRA fluorescence. inhibition, % at 20 µM. hit rate 0.28% among 330,000;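 active = inhibition of at least 40% at 20 µM, with no more than 30% in the related APOBEC3A deaminase screen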;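 note: plate controls were DMSO wells with A3G for no effect and wells lacking A3G enzyme for full effect; some compounds called inactive have numbers as strong as hits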
Target sequence (Q9HC16 whole entry, looked up): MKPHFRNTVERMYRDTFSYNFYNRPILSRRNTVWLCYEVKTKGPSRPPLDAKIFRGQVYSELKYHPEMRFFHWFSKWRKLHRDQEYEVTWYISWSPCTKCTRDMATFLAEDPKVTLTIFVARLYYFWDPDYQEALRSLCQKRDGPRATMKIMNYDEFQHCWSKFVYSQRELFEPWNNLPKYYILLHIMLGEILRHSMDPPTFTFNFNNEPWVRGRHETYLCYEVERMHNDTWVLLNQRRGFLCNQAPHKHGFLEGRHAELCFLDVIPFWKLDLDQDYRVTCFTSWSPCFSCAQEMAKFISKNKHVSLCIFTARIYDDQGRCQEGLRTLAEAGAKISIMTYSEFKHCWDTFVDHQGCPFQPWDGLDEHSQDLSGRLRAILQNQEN
mIAP act – mouse IAP activation. muIAP, CDP-Star luminescence, 30 min; stronger effect = higher value; 1 = vehicle-only enzyme signal, 0 = enzyme-free wells. activation factor at 10 µM. hit rate 0.24% among 330,000;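 active = activation factor of at least 2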; note: the source names both 10 and 20 µM as test concentration; values of inactives mirror those of a sister screen read the other way
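System: Mouse IAP enzyme | Also added: CDP-Star substrate | Dosing: Compounds dispensed in DMSO | Schedule: 30 min enzyme-substrate-compound incubation at room temperature | Technique: Chemiluminescence readout | Control set: DMSO-only wells and no-enzyme negative control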
mIAP block – mouse IAP inhibition | AID 2806 | purified mouse IAP, CDP-Star luminescence, 30 min | inhibition, % at 10 µM | hit rate 0.2% among 330,000;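 active = inhibition of at least 40% at 10 µM in the primary screen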;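 note: plate controls were DMSO with enzyme for no effect and no enzyme wells for full effect; values of inactives mirror those of a sister screen read the other way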
MIN6 prolif – inducers of beta-cell replication in MIN6 cells | MIN6 cells proliferation, ATPlite luminescence, 48 h; cells starved in 0.2% serum; 100% = growth in 10% serum | proliferation, % at 10 µM | hit rate 0.29% among 330,000;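 active = compounds whose signal lies at least 3.5 SD above the mean of all wells on their plate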;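 note: 0% = DMSO-treated cells in low-serum medium and 100% = 10% serum control; some compounds called inactive have numbers as strong as hits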
The depositor's hits bear a star. An unsorted share of the library; 5% or so of the library scored in one or more.

SMILES	hIAP activ	A3A deaminase	GRIN3A LBD mod	MPTP inh	hIAP block	A3G deaminase	mIAP act	mIAP block	MIN6 prolif
O=C1NC(=S)SC1=C1CCCCCC1	0.96	-2	-6	2.6	4	-6	0.93	7	0
O=C(NCc1ccccc1F)C1CCCN1C(=O)NCc1ccccc1 (stereo not given)	0.98	-4	1	-1.3	2	-4	0.88	12	1
CCCSCCCNC(=O)Cn1nc(CC)n2c(cc3c(OC)cccc32)c1=O	1.2	0	-2	0.5	-23	-3	1	-3	1
CC1=NNC(=O)C1C(c1ccccc1)C(C#N)C#N (stereo not given)	1.3	-2	-2	13	-29	-1	1	-1	2
COc1cccc(/C=N/Nc2ccc(C(=O)O)cc2)c1O	1.1	-2	1	-0.9	-6	-6	0.97	3	1
NC(=O)CC[C@H](NC(=O)c1ccc(F)cc1)C(=O)OCC(=O)Nc1c(F)c(F)c(F)c(F)c1F	1	3	12*	-1.5	-3	2	1	-5	1
CCOCCCNC(=O)CCc1ccc(S(=O)(=O)Nc2ccc(C)cc2)cc1	1.1	-2	-2	-0.1	-12	-5	0.99	1	5
COc1cccc(-c2nc(CS(=O)(=O)CC(=O)Nc3ccccc3Cl)c(C)o2)c1	1.1	2	-2	1.8	-6	1	1	-3	-2
CC(C)CN(C(=O)COC(=O)CCc1nc2ccccc2s1)c1c(N)n(Cc2ccccc2)c(=O)[nH]c1=O	1.1	1	-3	-0.2	-11	-3	0.96	4	-3
O=C(CSc1nc2ccccc2o1)Nc1ccccc1N1CCOCC1	1	-7	0	-0.9	-1	-10	1	-1	1
Cn1c2c(c(=O)n(C)c1=O)CN(Cc1ccco1)CN2	0.99	1	0	-8.0	1	1	0.94	6	-3
COc1ccccc1N1CCN(C(=O)Cn2ncc3c([nH]c4ccccc43)c2=O)CC1	1	-3	0	-1.1	-2	-6	1	-2	-3
COc1cc(NC(=O)CCN2CC(C)OC(C)C2)cc(OC)c1 (stereo not given)	1.1	3	0	0.5	-5	10	1.2	-15	1
Oc1ccc(/C=N/n2cnn(Cc3ccccc3Cl)c2=S)c(O)c1	1.1	-2	7	11	-10	3	0.91	9	-2
CCc1nc(SCC(=O)Nc2ccccc2)c2c(=O)n(C)c(=O)n(C)c2n1	1.1	1	-2	-0.5	-8	0	0.94	6	2
Cc1ccc(OCc2ccc(C(=O)N3CCOCC3)cc2)cc1C	0.92	0	-1	-1.2	8	-5	0.89	11	-1
COc1ccc(/C=C/C(=O)NC(=S)NNC(=O)c2cccnc2)cc1OC	1.8	-5	-2	0.9	-82	-1	0.85	15	0
CC1(C(=O)NCc2cccnc2)CCC(=O)N1CCc1ccccc1 (stereo not given)	0.97	3	1	-1.3	3	-1	1	-2	0
COc1cccc(-c2cc(C(=O)N3CCN(Cc4ccccc4)CC3)no2)c1	0.94	-1	1	-2.8	6	-8	0.87	13	-2
CCCCCC(=O)Nc1ccc(Cc2ccncc2)cc1	1.1	-16	-1	2.1	-8	-2	0.99	1	-4
CCNS(=O)(=O)c1ccc(CCC(=O)NCCc2ccc(OC)cc2)cc1	1.1	0	0	0.0	-5	-5	0.97	2	2
COC(=O)c1ccc(CSc2n[nH]c(=S)s2)o1	1	0	-5	-1.7	-2	50*	0.93	7	-3
CCC(C)(C)NC(=O)C(c1ccc(C)o1)N(Cc1ccc2c(c1)OCO2)C(=O)c1snc(C(N)=O)c1N (stereo not given)	0.86	-1	-2	-1.8	14	-11	0.99	1	0
CCN(CC(=O)Nc1ccc(OC)cc1)C(=O)c1cc2c(s1)CCCCC2	0.95	1	0	-0.7	5	1	0.97	3	-4
Nc1ncnc2c1C(c1ccccc1)c1c(ccc3ccccc13)O2 (stereo not given)	0.96	-6	-15	1.1	4	-8	1.8	-82	-6
COc1ccc(N2CCN(C(=O)C3CCN(S(=O)(=O)c4ccc(C)cc4)CC3)CC2)cc1	1.1	-2	-3	0.1	-13	-2	0.97	3	-4
CSc1ncccc1C(=O)OCC(=O)N(C)C1CCS(=O)(=O)C1 (stereo not given)	1.1	-1	7	-1.3	-13	-3	1	-3	0
CCCn1c(-c2ccc[nH]c2=O)nc2cc(C)c(C)cc21	1.2	2	1	0.1	-20	3	1	-1	-1
CN(Cc1ccccc1)C(=O)c1ccc(COc2ccccc2)cc1	1.1	-2	1	0.1	-6	-7	1.1	-8	-3
CCOc1cc(N2CCOCC2)c(OCC)cc1NC(=O)[C@H](C)NC(=O)c1ccco1	1.2	15	-2	0.0	-17	1	0.99	0	0
COc1ccc(CCN2C(=O)N(c3ccc(OC)cc3)C(=O)C2CC(=O)Nc2ccc(OC)cc2)cc1 (stereo not given)	1	3	-7	1.3	-3	-2	1.1	-11	-3
CC12CC3CC(C)(C1)CC(C(=O)NNC(=O)c1ccncc1)(C3)C2	1.2	6	0	-2.3	-18	6	1	-1	0
CCOCC(=O)Nc1c(C(=O)OCC)oc2ccccc12	0.91	5	-3	-0.2	9	-2	0.95	4	5
CCOCCN(C(=O)c1ccccc1Cl)c1ccccc1	0.93	1	-1	3.8	7	0	1	0	-2
Cc1ccc(C(C)n2cc(C(=O)NCc3ccncc3)nn2)cc1 (stereo not given)	0.98	0	1	-1.5	2	3	0.96	4	-1
O=C(c1ccc([N+](=O)[O-])o1)N1CCN(Cc2ccccc2)CC1	1.1	-4	-5	0.5	-5	0	1	-4	-2
Cc1c(Cl)cccc1NC(=S)NCCN1CCOCC1	0.99	-1	1	0.4	1	-3	0.97	3	0
CSc1ccccc1NC(=S)Nc1cc(C)cc(C)c1	1.2	-3	-1	1.5	-20	-6	1.2	-21	-5
O=C(NC1CCCc2c1cnn2-c1cc(F)cc(F)c1)c1ccc[n+]([O-])c1 (stereo not given)	1.3	1	-1	-0.9	-29	-5	0.92	8	-3
Cc1cc(C)c(C)c(SCC(=O)Nc2oc(C)c3c(C)n[nH]c(=O)c23)c1C	1	-1	3	0.1	-4	-8	1	-2	-1
COc1cc(C=O)ccc1OC(=O)c1cccnc1	0.93	-4	-1	-0.9	7	-10	0.92	8	3
CC(=O)Nc1ccc(S(=O)(=O)Nc2nc3ccccc3nc2Cl)cc1	1	-1	38*	-0.5	-4	-7	0.89	12	0
O=[N+]([O-])c1cccc(C(=S)N2CCN(c3ccc(F)cc3)CC2)c1	0.86	-2	0	0.8	14	4	0.91	9	-4
COc1cc(-c2csc(NC3CCCCC3)n2)cc(OC)c1OC	0.96	-1	1	-1.0	4	0	0.84	16	-4
CC1=NNC(=O)c2ccccc2O1	1.1	-4	0	-2.0	-8	-4	0.95	5	1
COCCCn1c(SCC(=O)NC2CCCCC2)nc2ccccc2c1=O	1.1	-4	-2	0.4	-6	-8	1	-2	2
CCOC(=O)C1CCCN(C2CCN(Cc3nc(Cc4ccccc4)no3)CC2)C1 (stereo not given)	1	-2	-4	0.4	0	-10	1	-3	-2
Cc1ccc(C2CC2c2n[nH]c(=S)n2-c2cccc(C)c2)cc1 (stereo not given)	1.3	-5	1	1.9	-26	-6	0.94	6	-1
CCCCCC/C(=N/O)c1ccccn1	1.2	3	2	0.1	-20	-1	1	-1	-2
Cc1ccc(C(=O)N2CCNC(=O)C2CC(=O)Nc2ccc(F)cc2)cc1C (stereo not given)	1.3	-1	1	-1.2	-35	-5	0.91	9	1
Cc1cc(C)c2nc(N3CCCC(C(=O)N4CCC(C(N)=O)CC4)C3)sc2c1 (stereo not given)	0.92	-4	-1	-0.1	8	-7	0.96	4	-2
O=C(CCS(=O)(=O)Cc1ccccc1)Nc1nnc(C(F)(F)F)s1	0.94	-3	0	-0.3	6	-7	0.94	6	-4
Cc1csc(N2CCN(c3cc4c(cc3Cl)nc(-c3ccncc3)n4CCCN3CCCC3)CC2)n1	0.99	-4	3	0.5	1	-7	0.98	2	-9
Fc1cnc(N2CCOCC2)nc1N1CCOCC1	0.85	1	-2	-0.8	15	2	0.95	5	-2
CC(Oc1ccccc1)C(=O)OCC(=O)NC(=O)NCc1ccco1 (stereo not given)	1.2	0	0	1.2	-16	-6	1	-1	0
Cc1c(-c2ccc(Cl)cc2)[n+](=O)c(-c2ccccc2)cn1[O-]	1	3	1	2.7	-2	0	1	0	-3
Nc1ccn(-c2ccccc2)c(=O)c1	1.1	-4	0	0.7	-6	-10	0.94	6	-5
C=CCSc1nc2ccccc2n2cnnc12	0.99	-4	-1	-0.1	1	-7	0.99	0	1
COc1ccc(C(=O)C2CCN(S(=O)(=O)c3ccc4c(c3)OCCO4)CC2)cc1	1.1	-1	0	1.8	-9	-4	0.96	4	-3
O=C(CNc1ccc(Cl)cc1)c1ccc(Br)cc1	0.83	-5	0	0.6	17	-8	0.97	3	-3

Grouped by structure: those above containing a nitro group on carbon (two)
SMILES	hIAP activ	A3A deaminase	GRIN3A LBD mod	MPTP inh	hIAP block	A3G deaminase	mIAP act	mIAP block	MIN6 prolif
O=C(c1ccc([N+](=O)[O-])o1)N1CCN(Cc2ccccc2)CC1	1.1	-4	-5	0.5	-5	0	1	-4	-2
O=[N+]([O-])c1cccc(C(=S)N2CCN(c3ccc(F)cc3)CC2)c1	0.86	-2	0	0.8	14	4	0.91	9	-4

(listing goes on)
SMILES	hIAP activ	A3A deaminase	GRIN3A LBD mod	MPTP inh	hIAP block	A3G deaminase	mIAP act	mIAP block	MIN6 prolif
Cc1cc(C)n(-c2ccc3nncn3n2)n1	0.96	-2	2	2.0	4	-8	1.1	-5	-2
CC1CCN(Cc2ccc(NC(=O)CC3Oc4ccccc4NC3=O)cc2)CC1 (stereo not given)	0.8	-1	0	-2.1	20	-1	1	-3	3
CCCCC(CC)CNC(=O)CCS(=O)(=O)c1cccc2nsnc12 (stereo not given)	1	-2	-2	0.3	-2	-3	0.96	4	-3
CN(C)c1nc(N)nc(CSc2nnnn2-c2ccccc2)n1	0.83	0	-3	-1.1	17	-9	0.88	12	1
CCn1c(-c2csc(C(C)C)c2)n[nH]c1=S	0.99	2	-4	2.2	1	51*	0.96	4	0
O=C(Nc1ncc(Cc2ccc(SC(F)F)cc2)s1)c1ccc(OC(F)F)cc1	1	2	2	28	-5	-2	0.97	3	-6
O=S(=O)(Nc1nnc(C2CC2)s1)c1ccccc1	0.89	-3	2	1.5	11	-9	0.97	3	-2
COc1ccc2[nH]c(=O)c(COC(=O)c3ccco3)cc2c1	0.99	-2	2	-1.4	1	-2	0.95	5	-3
Cc1c(-c2cccc(Cl)c2)nc2ccccc2c1C(=O)OC/C(O)=C(\C#N)c1nc2ccccc2[nH]1	1.1	10	-1	5.5	-6	-7	0.88	12	-6
CC(C)(C)n1nc2c(c1NC(=O)c1ccc(Br)o1)CS(=O)C2 (stereo not given)	1	2	0	-1.6	-2	-3	0.98	2	-2
Cc1cc(-c2nnc(SCC(=O)Nc3c(C)cccc3C)n2N)n[nH]1	0.88	-3	-2	0.5	12	-6	0.98	2	-1
CCOc1cc(CN2CCOCC2)cc(C(C)=O)c1	0.85	-1	-4	0.6	15	-3	0.99	0	-1
COc1ccc(N(CC(=O)N/N=C/c2ccc(OC3CSC3)cc2)S(=O)(=O)c2ccccc2)cc1	0.84	-3	16*	1.3	16	-10	1.1	-12	0

Complete entries, quoted from the list. Screens in order: hIAP activ, A3A deaminase, GRIN3A LBD mod, MPTP inh, hIAP block, A3G deaminase, mIAP act, mIAP block, MIN6 prolif
COc1ccc(C(=O)C2CCN(S(=O)(=O)c3ccc4c(c3)OCCO4)CC2)cc1 is listed with 1.1, -1, 0, 1.8, -9, -4, 0.96, 4, -3
Cc1cc(C)n(-c2ccc3nncn3n2)n1 is listed with 0.96, -2, 2, 2.0, 4, -8, 1.1, -5, -2
CC1(C(=O)NCc2cccnc2)CCC(=O)N1CCc1ccccc1 (stereo not given) is listed with 0.97, 3, 1, -1.3, 3, -1, 1, -2, 0
